High-throughput results: PubChem, several laboratories
HGIII-sPLA2 inh = human group III sPLA2 inhibitors, primary screen, biochemical, QFRET, BODIPY PC-A2 liposome substrate; Group 3 secretory phospholipase A2 (Homo sapiens), Q9NZ20; QFRET BODIPY PC-A2 liposome hydrolysis, fluorescence; inhibition, % at 12.2 µM; 370,000 tested, 0.56% active; AID 743126, 2013;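 active means inhibition above mean plus 3 SD of compounds lying within the high and low control bounds, cut at about 19% in these data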;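 further: 0% = median of test compound wells and 100% = no enzyme DMSO wells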
DAX1 inh-1 = DAX1 (NR0B1) inhibitors, primary screen, cell-based, HEK293, Gal4-DAX1, luciferase luminescence | Nuclear receptor subfamily 0 group B member 1 (Homo sapiens), P51843 | HEK293 Gal4-DAX1 luciferase reporter | inhibition, % at 6.75 µM | 340,000 tested, 0.99% active | AID 504766, 2011;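 active means inhibition above the mean over all tested compounds plus 3 SD, cut at about 4.2% in these data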;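 further: 0% = DAX1-transfected cells with DMSO and 100% = empty-vector control cells with DMSO; inhibition shows as a rise in luminescence from relieved DAX1 repression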
Rev-erbA mod = modulators of Rev-erb alpha DNA binding, primary screen, biochemical, FITC-DNA, fluorescence polarization, uHTS. Nuclear receptor subfamily 1 group D member 1 (Homo sapiens), P20393. Rev-erbα–FITC-DNA binding, 90 min. activity, % at 10 µM. 370,000 tested, 0.79% active;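 active means activity above about 14%, limit read from the data; passing the limit was not always enough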;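 further: 0% = DMSO wells with 35 nM protein and 100% = DMSO wells with 750 nM protein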
PG9 binder = binders of HIV-1 gp120 antibody PG9, primary screen, biochemical, TR-FRET; TR-FRET gp120-PG9 antibody binding; 360,000 tested, 0.43% active; inhibition, % at 6.7 µM; AID 624416, 2012; HIV-1 gp120 / PG9 antibody interaction; in the data active means inhibition above about 8.5%
hgDAF12 agonist = H. glycines DAF-12 receptor agonists, primary screen, cell-based, luminescence, HEK293, GAL4 fusion, UAS-luciferase; activation, % at 6.8 µM; Nuclear hormone receptor DAF-12 (Heterodera glycines), GAL4 fusion; 370,000 tested, 1.8% active; HEK293 GAL4-hgDAF12 UAS-luciferase reporter, agonist luminescence; normalized to butyrate control;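 active means activation above a cutoff set at the mean of all screened compounds plus 3 SD, cut at about 10% in these data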;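 further: 0% = DMSO wells and 100% = sodium butyrate wells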
PLCb3 inh = human PLC-beta3 inhibitors, primary screen, biochemical, fluorescence | 1-phosphatidylinositol 4,5-bisphosphate phosphodiesterase beta-3 (Homo sapiens), Q01970 | Purified PLC-beta3, fluorogenic substrate | inhibition, % at 12.2 µM | 370,000 tested, 0.18% active | AID 720704, 2013; in the data active means inhibition above about 11%;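 further: 0% = median of compound wells on plate and 100% = full blocker control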
Target sequence (Q01970 whole entry, looked up): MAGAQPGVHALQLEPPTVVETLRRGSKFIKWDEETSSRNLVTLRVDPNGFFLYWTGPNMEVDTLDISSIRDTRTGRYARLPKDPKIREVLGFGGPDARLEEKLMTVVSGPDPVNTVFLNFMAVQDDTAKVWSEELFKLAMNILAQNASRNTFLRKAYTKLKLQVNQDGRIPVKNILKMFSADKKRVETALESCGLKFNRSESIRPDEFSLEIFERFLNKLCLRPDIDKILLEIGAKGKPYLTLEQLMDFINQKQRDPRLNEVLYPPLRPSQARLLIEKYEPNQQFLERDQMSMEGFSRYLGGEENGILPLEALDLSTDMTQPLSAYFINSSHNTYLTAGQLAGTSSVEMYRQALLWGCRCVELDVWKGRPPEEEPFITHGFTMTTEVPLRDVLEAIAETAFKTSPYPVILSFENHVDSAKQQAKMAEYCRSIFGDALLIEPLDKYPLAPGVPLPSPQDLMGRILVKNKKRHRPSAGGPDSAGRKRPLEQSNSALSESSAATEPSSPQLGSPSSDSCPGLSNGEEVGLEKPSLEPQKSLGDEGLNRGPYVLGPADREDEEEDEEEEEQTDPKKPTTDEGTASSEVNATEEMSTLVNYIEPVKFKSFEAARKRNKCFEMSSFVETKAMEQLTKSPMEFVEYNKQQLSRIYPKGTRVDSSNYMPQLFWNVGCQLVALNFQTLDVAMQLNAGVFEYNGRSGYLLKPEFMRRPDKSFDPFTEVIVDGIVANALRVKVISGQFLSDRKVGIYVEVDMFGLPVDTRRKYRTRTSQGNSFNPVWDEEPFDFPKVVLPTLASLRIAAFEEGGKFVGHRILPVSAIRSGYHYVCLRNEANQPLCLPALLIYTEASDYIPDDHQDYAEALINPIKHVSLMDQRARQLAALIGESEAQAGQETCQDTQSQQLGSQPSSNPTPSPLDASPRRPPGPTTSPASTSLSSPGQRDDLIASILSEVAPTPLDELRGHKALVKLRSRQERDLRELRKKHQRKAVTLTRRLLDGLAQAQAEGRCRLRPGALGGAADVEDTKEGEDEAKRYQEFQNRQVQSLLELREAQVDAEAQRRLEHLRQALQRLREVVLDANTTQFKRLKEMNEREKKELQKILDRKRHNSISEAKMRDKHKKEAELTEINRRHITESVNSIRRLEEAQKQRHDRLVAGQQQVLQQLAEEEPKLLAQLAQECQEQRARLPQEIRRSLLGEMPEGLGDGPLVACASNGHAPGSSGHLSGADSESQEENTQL
SMARCA2 activ = SMARCA2 (BRM) function activators, primary screen, cell-based, luminescence, high throughput; MG213 cells, MMTV-luciferase reporter, dexamethasone, overnight; activation, % at 9.1 µM; 370,000 tested, 1% active; in the data active means activation above about 7.8%;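 further: 0% = vehicle wells and 100% = reference activator wells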
ssDAF12 agonist = S. stercoralis DAF-12 nuclear receptor activators, primary screen, cell-based, luminescence, HEK293, GRIP1 co-expression, lit1-tk-luc; HEK293 ssDAF-12/GRIP1 lit1-tk-luc reporter; % of 3 µM dafachronic acid response; activation, % at 6.8 µM; 370,000 tested, 1% active; AID 652126, 2013;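 active means activation above the mean over all tested compounds plus 3 SD, cut at about 0.9% in these data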;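 further: 0% = DMSO-only wells and 100% = 3 µM delta7-dafachronic acid wells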
FXN GAA850 act = FXN promoter activators, primary screen, cell-based, luciferase luminescence, HEK293 lucGAA850; HEK293 lucGAA850 FXN promoter luciferase reporter, 24 h; percent of 10 µM SAHA response; activation, % at 6 µM; 360,000 tested, 0.56% active; AID 540364, 2011;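 active means activation above the average of all compounds screened plus 3 SD, cutoff fixed separately per campaign, cut at about 7.5% in these data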;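 further: 0% = DMSO wells and 100% = 10 µM SAHA wells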
hcDAF-12 act = H. contortus DAF-12 nuclear receptor activators, primary screen, cell-based, luminescence, HEK293, lit1-tk-luc reporter | HEK293 hcDAF-12 lit1-tk-luc reporter; 0% DMSO, 100% Δ7-dafachronic acid | activation, % at 6.8 µM | 370,000 tested, 1.4% active | AID 652067, 2013;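 active means activation above the mean of all tested compounds plus 3 SD, cut at about 5.5% in these data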;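 further: 100% = response to 3 µM Δ7-dafachronic acid high control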
DAX1 inh-2 = DAX1 (NR0B1) inhibitors on StAR promoter, primary screen, cell-based, luminescence, SF-1 (NR5A1), full-length DAX-1; HEK293T StAR-luciferase reporter, SF-1/DAX-1 repression relief; inhibition, % at 6.8 µM; 370,000 tested, 1.1% active; AID 652010, 2013;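 active means inhibition above the mean over all tested compounds plus 3 SD, cut at about 3.6% in these data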;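 further: 0% = DAX-1 cells with DMSO and 100% = cells lacking DAX-1 with DMSO; higher inhibition means more luminescence from relief of DAX-1 repression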
The depositor's hits bear a star; nt = no result given.

SMILES | HGIII-sPLA2 inh | DAX1 inh-1 | Rev-erbA mod | PG9 binder | hgDAF12 agonist | PLCb3 inh | SMARCA2 activ | ssDAF12 agonist | FXN GAA850 act | hcDAF-12 act | DAX1 inh-2
CN(CC(=O)N(C)CC(=O)Nc1c(Cl)cccc1Cl)Cc1ccc(Br)s1 | 4 | -0.3 | 0 | -1.0 | 3.0 | -3 | 0 | -1.1 | -0.8 | 0.5 | 1.0
O=C(CCCN1C(=O)/C(=C/c2ccccc2Cl)SC1=S)NNC(=O)c1ccc(Cl)cc1 | 1 | -1.8 | 5 | -2.3 | -8.8 | -4 | -9 | -3.1 | -7.2 | -4.4 | -1.1
Cc1ccc(Cc2c(-c3cccc(Cl)c3)nc3ccc(Cl)cn23)cc1 | -4 | nt | -3 | -1.6 | 2.6 | -11 | -3 | 0.4 | nt | 2.3 | 3.0
Clc1ccc(OCCCN2CCCC2)cc1Cl | 1 | 0.1 | -5 | 1.4 | 1.8 | 6 | 7.8* | -0.6 | 0.9 | 4.1 | 0.1
C/C(=N\Nc1cc(N2CCOCC2)ncn1)c1ccc(O)cc1 | 0 | -2.2 | 0 | -2.0 | 3.5 | -6 | 2 | -1.2 | 2.1 | 0.9 | -0.4
COc1ccc(-n2c(CN3CCN(c4ccccc4)CC3)nc3ccc([N+](=O)[O-])cc3c2=O)c(OC)c1 | 10 | 1.4 | -6 | 0.8 | -0.5 | -5 | 6 | -0.5 | -1.4 | -0.1 | -0.5
CC(NC(=O)c1ccc(Cl)cc1)C1CC2CCC1C2 (stereo not drawn) | -1 | 0.7 | -2 | 0.0 | 4.6 | -6 | -1 | -0.7 | 1.3 | -0.7 | -0.3
Cc1c(N(C(=O)CNC(=O)c2ccccc2)C2(C(=O)NC3CCCC3)CCCCC2)c(=O)n(-c2ccccc2)n1C | 0 | -0.4 | -2 | 1.1 | 1.1 | -19 | 0 | -1.4 | -1.0 | -2.5 | -1.2
Cc1occc1C(=O)Nc1ccc2c(c1)CCC2 | -4 | 1.3 | -3 | -1.5 | 15* | 3 | -1 | 0.8 | 1.4 | 3.4 | 3.9*
C=CCN1CC(O)=C(c2nc3ccccc3[nH]2)C1=N | 6 | 1.0 | -5 | -1.7 | 2.3 | -1 | 2 | -1.0 | 2.4 | 0.0 | 0.3
Clc1ccc(CSc2ncnc3c2ncn3C2CCCCO2)cc1 (stereo not drawn) | -9 | -1.4 | 1 | -1.4 | 2.9 | 3 | -2 | -0.8 | 2.9 | -1.9 | 0.3
Cc1cc(C)c(NC(=S)N(C)C)c(C)c1 | 3 | 3.0 | 0 | -2.8 | 1.4 | -5 | -6 | -1.5 | -0.9 | -1.2 | 0.6
COc1ccccc1N(CC(=O)NCCSCc1ccccc1Cl)S(C)(=O)=O | -6 | -1.0 | 3 | -1.3 | -4.8 | -8 | 3 | -1.0 | 2.1 | -0.8 | -0.7
CCNc1ccc(P(=O)(c2ccccc2)c2ccccc2)cc1 | 2 | 0.0 | 1 | -1.9 | 2.2 | -5 | -3 | -1.4 | -1.8 | -0.3 | 0.5
COc1ccccc1CN1C(=NC(=O)C2CCCCC2)SC2CS(=O)(=O)CC21 (stereo not drawn) | 8 | -0.1 | 3 | 3.6 | -2.4 | -4 | -3 | -0.5 | -0.6 | 2.0 | -0.1
Cc1c(C)n2c(SCC(=O)N3CCOCC3)nnc2[nH]c1=O | -3 | -0.6 | 0 | -0.2 | -0.1 | -8 | -1 | -0.9 | -0.7 | -0.9 | -0.1
COc1cccc(C(=O)N2CCOCC2)c1OC | 4 | 0.9 | -2 | -1.8 | 1.5 | -7 | -4 | -1.1 | -0.3 | -0.1 | 0.0
COc1cc2c(cc1OC)/C(=C/C(=O)OCc1ccccc1)OC2 | 6 | nt | -6 | 1.6 | 0.3 | 2 | -4 | -1.2 | nt | -1.6 | 0.7
CC(=O)N1CCN(C(=O)CCc2nc3ccccc3c(=O)[nH]2)CC1 | -1 | 1.9 | 1 | -1.5 | 0.3 | -1 | -1 | -1.2 | 0.7 | 0.4 | 1.6
CC1CN(C(=O)CCC(=O)NCc2ccc(Cl)cc2)c2ccccc2O1 (stereo not drawn) | -1 | 0.6 | 5 | 0.7 | -2.8 | -1 | -1 | -0.8 | 2.8 | -0.7 | 1.4
Cc1ccc(SCc2nc(-c3ccncc3)no2)cc1 | -9 | -0.6 | 6 | 3.6 | 0.7 | 1 | 1 | -1.0 | 0.9 | -1.6 | -0.4
COc1ccc(OC)c(CCNC(=O)c2cccc(NC3=NC4CS(=O)(=O)CC4S3)c2)c1 (stereo not drawn) | 6 | -1.3 | 0 | -1.0 | -1.5 | 0 | -3 | -0.7 | -0.5 | 2.2 | -0.7
Cc1nc(C)n(CCNC(=O)c2ccco2)n1 | -3 | -0.1 | 7 | 0.1 | 0.8 | -1 | 0 | -0.7 | 1.5 | -1.4 | -0.4
Cc1ccc(S(=O)(=O)N2c3ccc(S(N)(=O)=O)cc3CC2C)cc1 (stereo not drawn) | 1 | -0.5 | -1 | 0.7 | -4.2 | 2 | -2 | -0.3 | 1.7 | -0.1 | -0.2
COc1ccc(-c2ccc(N3C(c4cc(OC)cc(OC)c4)=Cc4ccc(OC)cc4C3CC(C)=O)cc2)cc1 (stereo not drawn) | 2 | nt | 2 | -0.7 | 0.9 | -90 | -4 | -1.1 | nt | 1.2 | -1.6
CC1(C)NC(=O)N(CCSc2ccc(Cl)cc2)C1=O | 0 | 1.4 | 5 | 0.2 | 0.0 | -2 | 0 | -1.0 | 2.2 | -0.5 | -0.4
Cc1cc(-c2ccccc2)nc(Cl)c1C#N | -6 | -1.7 | -1 | -3.1 | 2.2 | 1 | 4 | -0.9 | 3.0 | 1.8 | -0.1
COc1ccc(NN=Nc2ccc([N+](=O)[O-])cc2)cc1 | -1 | -0.4 | -2 | -0.5 | -1.0 | -10 | 0 | -1.7 | 4.8 | 0.8 | 0.2
Cc1ccc(Cl)cc1C1=CC(=O)C[C@H](c2ccc(F)cc2)C1 | -1 | -0.3 | 6 | 1.7 | -0.6 | -7 | 0 | -1.4 | -1.5 | 0.9 | -0.4
COc1ccc(NC(=O)C(Sc2nnc(-c3ccncc3)n2-c2ccccc2C)c2ccccc2)cc1Cl (stereo not drawn) | -18 | -1.3 | -2 | 0.0 | -2.8 | 4 | -1 | -1.3 | -2.1 | -2.8 | -0.2
C[C@H]1CN(c2ccc(N3CCNC[C@@H]3C)cc2C#N)CCN1Cc1ccccc1 | -1 | nt | 1 | -2.4 | 2.6 | -82 | 11* | -0.4 | nt | -0.5 | -1.3
CCSc1nnc(NC(=O)C(CC)(C(F)(F)F)C(F)(F)F)s1 | -5 | -1.4 | 3 | 0.1 | -2.3 | 0 | -2 | -1.1 | -4.2 | 1.3 | -0.5
C[C@]1(CC/C(=C/CO)CO)[C@H](C=O)CC[C@@]23COC(=O)C2=CCC[C@@H]31 | 1 | nt | -8 | -1.0 | -1.6 | 4 | 2 | 0.7 | -1.3 | 2.6 | -0.2
COC(=O)c1ccc(C=NNC(=O)c2cc(-c3ccc(C)c(C)c3)n[nH]2)cc1 | 3 | nt | -22 | nt | -2.2 | 3 | 3 | -2.2 | nt | -0.1 | 1.4
O=C(CN1C(=O)NC2(CCCCC2)C1=O)N(Cc1ccco1)Cc1cccs1 | 12 | 1.7 | 1 | -2.5 | 0.0 | 1 | -2 | -0.9 | 0.4 | -2.5 | -0.1
CC(OC(=O)c1cccc(S(=O)(=O)N2CCN(C)CC2)c1)C(=O)Nc1ccc(C(N)=O)cc1 (stereo not drawn) | 2 | 0.7 | 3 | -1.2 | -1.5 | -7 | -2 | -0.8 | -0.2 | -1.1 | 0.1
CCOCCCNC(=O)C(c1ccc(C)cc1)N(Cc1cccs1)C(=O)CNC(C)=O (stereo not drawn) | -2 | 0.5 | 3 | -1.6 | 0.2 | 4 | -3 | -1.5 | -0.1 | -0.1 | -0.5
CC(C)N=C(NS(=O)(=O)c1cccs1)c1ccccc1 | -1 | 0.7 | 4 | -0.5 | 3.7 | -1 | -3 | -0.6 | -0.1 | 1.0 | 2.2
COc1ccc(CNC(=O)[C@H](C)N2C(=O)N3CCc4c([nH]c5ccc(OC)cc45)[C@@]3(C)C2=O)cc1 | -13 | -1.1 | -5 | 2.0 | -3.6 | 2 | 1 | -1.3 | 5.3 | -2.0 | -1.0
CCOCCCNC(=O)C1c2ccccc2C(=O)N2CCc3ccccc3C12 (stereo not drawn) | 2 | 2.2 | -2 | -0.8 | 1.0 | -13 | 0 | -0.9 | -0.2 | 0.2 | 0.4
COc1ccc(C(=O)OCC(=O)Nc2cccc(S(=O)(=O)N3CCCCCC3)c2)cc1[N+](=O)[O-] | -36 | 0.7 | 1 | -1.4 | -0.8 | -3 | -1 | -1.3 | 0.4 | -1.0 | -0.6
O=C1CCCN1CN(C(=O)c1ccc2c(c1)OCO2)c1ccc(F)cc1 | 5 | 0.0 | 1 | -1.2 | -0.1 | 4 | 1 | -1.5 | -3.2 | -1.0 | 0.2
CC1=NN(c2ccccc2)C(=O)/C1=C\c1cn(CCC#N)nc1-c1ccc(Cl)cc1 | -4 | 0.8 | 4 | 0.4 | 2.9 | 1 | -1 | -0.7 | 2.4 | 1.1 | -0.1
COc1ccc(CN(Cc2ccncc2)C(=O)CCC(=O)O)cc1 | 6 | -0.3 | -5 | -0.3 | 0.0 | 2 | -5 | -1.8 | -0.1 | -1.1 | -0.4
COc1ccc2nc(NC(=O)CN3C(=O)NC4(CCCC4)C3=O)sc2c1 | 7 | 0.5 | -2 | 0.3 | -2.4 | -4 | 1 | -1.3 | -0.4 | -0.3 | 0.8

An unsorted share of the library; overall some 7% were active at least once.
